HEK cytotox: Cytotoxic Profiling in HEK 293 Cell Line of Diverse Libraries Using Quantitative High-Throughput Screening; Potency, µM (highest dose often 115 µM), for inactives: at the top dose activity change, negative = cytotoxicity, usual class: inhibitors; HEK 293 viability, ATP luminescence (CellTiter-Glo), 48-72 h; 6.6% of 94,000 active; further: potency means the concentration at half of the fitted maximal effect; nearly all actives have a fitted effect of over 60% in size
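HEK 293 cells seeded at 250 cells/well were exposed to compound for 48 or 72 hr at 37 degree Celsius. Viability taken as ATP content by CellTiter-Glo luminescence.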
FLuc inh: Firefly luciferase inhibition profiling of diverse chemical library using quantitative high-throughput screening | purified P. pyralis luciferase, luminescence, biochemical | Potency, µM (top dose mostly 115 µM), inactives show at the top dose activity change, negative = inhibition, hits mostly inhibitors | 2.5% of 76,000 active | AID 1347043, 2019; further: potency means the concentration at half of the fitted maximal effect; nearly all actives have a fitted effect of over 65% in size
Target sequence (P08659 whole entry, looked up): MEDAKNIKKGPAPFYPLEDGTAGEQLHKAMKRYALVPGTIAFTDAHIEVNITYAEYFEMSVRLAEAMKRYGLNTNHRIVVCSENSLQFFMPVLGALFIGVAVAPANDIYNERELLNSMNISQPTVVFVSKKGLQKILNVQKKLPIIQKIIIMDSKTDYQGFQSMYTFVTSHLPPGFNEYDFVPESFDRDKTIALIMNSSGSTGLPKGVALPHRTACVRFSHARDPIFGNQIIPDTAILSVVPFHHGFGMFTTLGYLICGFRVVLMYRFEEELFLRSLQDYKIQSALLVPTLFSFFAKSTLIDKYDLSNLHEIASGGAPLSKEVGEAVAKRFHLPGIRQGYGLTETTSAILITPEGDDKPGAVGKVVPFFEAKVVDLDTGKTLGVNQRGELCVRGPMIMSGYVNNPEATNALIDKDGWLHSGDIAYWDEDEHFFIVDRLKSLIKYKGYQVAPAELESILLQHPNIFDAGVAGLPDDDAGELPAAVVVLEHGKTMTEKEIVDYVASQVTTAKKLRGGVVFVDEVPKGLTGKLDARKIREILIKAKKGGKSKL
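Biochemical qHTS: compound (6-point titration) added to 10uM D-luciferin plus 10uM ATP in Tris acetate pH 7.5 buffer with Mg, Tween-20 and BSA, then purified enzyme at 10nM; light output imaged.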
SNCA expr inhib: Primary qHTS assay for inhibitors of alpha-synuclein gene (SNCA) expression; HEK-293 SNCA-luciferase knock-in, luminescence, 24 h; Potency, µM (highest dose often 57.2 µM), for the others: top-dose activity change, negative = inhibition, most hits filed as inhibitors; 0.17% of 140,000 active; AID 1671194, 2021;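 further: potency means the concentration at half of the fitted maximal effect; plate controls were DMSO cells for no effect and cell-free wells for full effect; nearly all actives have a fitted effect of over 45% in size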
NIH3T3 tox: Cytotoxic Profiling in NIH 3T3 Cell Line of Diverse Libraries Using Quantitative High-Throughput Screening. Potency, µM (series often up to 96.7 µM), without a hit: at the highest dose activity change, negative = cytotoxicity, actives largely listed as inhibitors. 4.3% of 94,000 active. AID 1345082, 2018. NIH 3T3 viability, CellTiter-Glo ATP luminescence, 48-72 h; further: potency means the concentration at half of the fitted maximal effect; nearly all actives have a fitted effect of over 55% in size
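Cytotoxicity was measured by CellTiter-Glo ATP luminescence after 48 or 72 h compound exposure at 37 °C. Mouse NIH 3T3 fibroblasts were seeded at 400 cells/well and dosed by 23 nL pin transfer.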
HEK293 viab: GF-AFC viability counterscreen for inhibitors of alpha-synuclein gene (SNCA) expression; 0.12% of 150,000 active; HEK-293-SNCA-luc viability, GF-AFC fluorescence, 24 h; Potency, µM (top dose mostly 57.1 µM), inactives show at the highest dose activity change, negative = cytotoxicity, actives largely listed as cytotoxic;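 further: potency means the concentration at half of the fitted maximal effect; 0% = DMSO-treated cells and -100% = medium-only wells without cells; nearly all actives have a fitted effect of over 30% in size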
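Cytotoxicity counterscreen: after 24 h compound treatment of genome-edited SNCA-luciferase HEK-293 cells, live-cell protease substrate GF-AFC read by fluorescence after 30 min; activity scaled between DMSO (0%) and medium-only (-100%), curves Hill-fitted.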
IP6K1 inhibitor: Primary qHTS assay for small molecule inhibitors of Inositol hexaphosphate kinase 1 (IP6K1) | Inositol hexakisphosphate kinase 1 (Homo sapiens), Q92551 | IP6K1 kinase, ADP-Glo luminescence, 2 h; stronger effect = lower value | activity change, % (series mostly up to about 58 µM) | 0.81% of 140,000 active | AID 1645851, 2021; in the data active means activity change below about -25%
Target sequence (Q92551 whole entry, looked up): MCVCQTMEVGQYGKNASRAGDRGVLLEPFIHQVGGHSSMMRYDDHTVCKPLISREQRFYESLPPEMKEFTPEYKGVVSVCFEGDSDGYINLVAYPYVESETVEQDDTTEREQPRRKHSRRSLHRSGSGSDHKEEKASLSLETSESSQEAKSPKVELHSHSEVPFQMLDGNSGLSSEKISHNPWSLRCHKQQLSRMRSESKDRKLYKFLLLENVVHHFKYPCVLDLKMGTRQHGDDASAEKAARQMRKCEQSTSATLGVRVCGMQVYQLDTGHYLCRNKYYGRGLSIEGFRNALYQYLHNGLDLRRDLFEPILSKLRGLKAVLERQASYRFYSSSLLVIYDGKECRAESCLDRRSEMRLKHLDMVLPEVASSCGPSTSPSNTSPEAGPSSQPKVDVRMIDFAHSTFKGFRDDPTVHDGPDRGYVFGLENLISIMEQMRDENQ
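ADP-Glo luminescence measures ADP made by human IP6K1 during a 2 h RT reaction with ATP/IP6 (mix at 1.3 mM/130 uM); top library doses 57.5 and 19.1 uM final.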
GPT2 inhibitor: Primary qHTS assay for inhibitors of Glutamate pyruvate transaminase 2 (GPT2). 0.25% of 100,000 active. Alanine aminotransferase 2 (Homo sapiens), Q8TD30. AID 1671188, 2021. Recombinant GPT2, coupled pyruvate oxidase/HRP Amplex Red fluorescence. Potency, µM (titrated, usually from 57.7 µM), inactives show top-dose activity change, negative = inhibition, hits mostly inhibitors; further: potency means the concentration at half of the fitted maximal effect; nearly all actives have a fitted effect of over 60% in size; many of its hits are not listed in these tables
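Fluorescence read-out: pyruvate from GPT2 turnover coupled to pyruvate oxidase, HRP and Amplex Red (0.2mM ThPP, 0.2U/mL PO and HRP, 50uM Amplex final). Substrates 250uM a-KG, 2mM L-alanine; enzyme 10ng/uL; 30 min RT.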
* = called active by the depositor; i = inactive; ? = inconclusive; · = not tested or not shown; [ ] = remark or other dose. Unless noted, the call rests on the fitted dose curve; in most records, active means well fitted curve in the direction sought with a large enough effect; inconclusive means small, poorly fitted or top-dose-only effect, or another doubt; inactive means no such curve, though single readings can be large; an effect the other way counts as inactive or inconclusive. Unless noted, on the % scale 0 is the no-effect control and ±100 the full control effect. These rows are one share of the data; the hit share may differ from the screen's.

smiles | HEK cytotox | FLuc inh | SNCA expr inhib | NIH3T3 tox | HEK293 viab | IP6K1 inhibitor | GPT2 inhibitor
O=C(NCCc1ccc(F)cc1)C1CCCN1Cc1ccc(-c2cncnc2)cc1 (configuration not stated) | ? | · | ? | ? | -10.5% | -6.9 | -16.9%
Cc1ccc(C)c(CN2CCn3c(nn(CC4COc5ccccc5O4)c3=O)C2=O)c1 (configuration not stated) | ? | 10.2% | -16.8% | ? | -7.2% | 25.7 | i
CC1=C(CO)C(=O)O[C@@H]([C@@H](C)[C@H]2CC[C@H]3[C@@H]4C[C@H]5O[C@]56[C@@H](O)C=CC(=O)[C@]6(C)[C@H]4CC[C@]23C)C1 | · | · | · | · | 10.3µM* | -7.5 | 1.6%[27.3 µM]
O=C(c1cnccn1)N1CCC(c2nc(-c3ccncc3)no2)C1 (configuration not stated) | -15.5% | -22.9% | -1.4% | -28.1% | -1.0% | -7.2 | i
Cc1nn(-c2ccccc2[N+](=O)[O-])c(C)c1[C@@H]1C=C[C@@H](NCc2ccc(C(C)C)cc2)C1 | 20µM* | -24.6%[172 µM] | 1.5%[87.6 µM] | ? | 20µM* | -12.3 | i
CC(C)N1C(=O)C2(CCCCC2)C1C(=O)NCCCN1CCN(c2ccccc2)CC1 (configuration not stated) | -18.1% | 6.0% | 14.1% | -11.4% | -0.6% | 3.8 | -2.8%
O=C(NC1CC1)c1ccc(-c2ccc(N3CCCCC3)nc2)cc1 | 6.3% | -12.9% | 11.5% | i | 6.8% | -2.7 | -9.2%
COc1ccc(Cn2c(-c3ccc(Cl)cc3)nc(C)c(CCO)c2=O)cc1F | 44.7µM* | -1.2% | -10.4% | ? | 4.5% | -1.8 | -15.3%
Fc1cc(F)cc(Cc2nc3nccc(-c4ccsc4)n3n2)c1 | ? | 10.2% | 0.8% | ? | 4.9% | -11.0 | 4.8%
C#CCNC(=O)[C@H]1O[C@H](CCN(C)CC#C)CC[C@@H]1O | i | -0.7%[230 µM] | -15.3%[87.6 µM] | 2.5%[230 µM] | 0.7%[87.6 µM] | -3.4 | -0.8%[88.5 µM]
Cc1ccc(-n2ncc(C(=O)NCCc3ccsc3)c2C2CCN(C(=O)OC(C)(C)C)CC2)cc1C | · | · | ? | · | ? | 5.3 | ·
COCCCNC(=O)c1ccc(Cn2c(=O)c3ccccc3n(CC(=O)Nc3ccc(C)cc3C)c2=O)cc1 | · | · | 24.3% | · | -19.4% | -17.3 | ·

3 entries already listed, arranged by count of non-hydrogen atoms, high to low:
smiles | HEK cytotox | FLuc inh | SNCA expr inhib | NIH3T3 tox | HEK293 viab | IP6K1 inhibitor | GPT2 inhibitor
CC1=C(CO)C(=O)O[C@@H]([C@@H](C)[C@H]2CC[C@H]3[C@@H]4C[C@H]5O[C@]56[C@@H](O)C=CC(=O)[C@]6(C)[C@H]4CC[C@]23C)C1 | · | · | · | · | 10.3µM* | -7.5 | 1.6%[27.3 µM]
O=C(NCCc1ccc(F)cc1)C1CCCN1Cc1ccc(-c2cncnc2)cc1 (configuration not stated) | ? | · | ? | ? | -10.5% | -6.9 | -16.9%
O=C(c1cnccn1)N1CCC(c2nc(-c3ccncc3)no2)C1 (configuration not stated) | -15.5% | -22.9% | -1.4% | -28.1% | -1.0% | -7.2 | i

(list continues)
smiles | HEK cytotox | FLuc inh | SNCA expr inhib | NIH3T3 tox | HEK293 viab | IP6K1 inhibitor | GPT2 inhibitor
Cc1ncsc1CN1CCCN(S(C)(=O)=O)C(c2ccccc2)CC(=O)NCC1 (configuration not stated) | 4.9% | 9.0% | 11.2% | -4.9% | 1.2% | -9.0 | i
O=C(CN1CC2CC(C1)[C@H]1CCCC(=O)N1C2)NC1CCCC1 (some centres not stated) | 0.4% | 2.0% | 8.1% | 2.4% | 1.9% | 0.9 | 0.8%
COC1CCC12CCN(C(=O)c1cccc(C#N)c1)CC2 (configuration not stated) | i | 2.4% | 7.1% | 2.7% | 4.8% | -10.3 | -2.4%
CC(=O)N1CCC(Cc2ncc(C)n2C(C)C)C1 (configuration not stated) | i | 3.2% | 26.4% | i | ? | 6.7 | -8.5%
Cn1ncc(N2CCC(NC(=O)C3CCCCC3)CC2)cc1=O | -4.0% | 8.4% | -1.7% | i | -5.6% | 3.6 | i
O=C(c1ccc(Cn2cccn2)o1)N1CCC2(CC1)c1ccccc1CC2O (configuration not stated) | -28.9% | -0.4% | 11.4% | -24.6% | 5.2% | 2.5 | i
COCc1ccc2c(c1)c(OC(C)(C)C(=O)Nc1cccnc1)nn2Cc1ccccc1 | ? | -5.4%[172 µM] | 4.7%[87.6 µM] | ? | -9.7%[87.6 µM] | -10.4 | i
CC(C)CN1C(=O)CCc2cc(NC(=O)c3c(F)cccc3F)ccc21 | ? | -10.6% | -11.8% | ? | -17.9% | 31.9 | ?
CCc1nc2c(c(-c3ccc(Cl)cc3)n1)CCN(Cc1ccc(OC)cc1)CC2 | ? | 0.8% | -20.4% | ? | -3.9% | 13.0 | 4.4%
Cc1cnc(CC2CCN(C(=O)N(C)C)C2)n1CC1CC1 (configuration not stated) | ? | 7.9% | 2.3% | i | 12.6% | -0.7 | ?
CC1(C)CC[C@]2(C(=O)O)CC[C@]3(C)C(=CCC4[C@@]5(C)CC[C@H](O[C@@H]6O[C@H](CO)[C@@H](O)[C@H](O)[C@H]6O[C@@H]6O[C@H](CO)[C@@H](O)[C@H](O)[C@H]6O)[C@@](C)(CO)C5CC[C@]43C)[C@@H]2C1 (some centres not stated) | · | · | · | · | -5.4%[23.9 µM] | -3.6 | i
O=C(c1ccc(CSc2nc3ccncc3n2Cc2ccccc2F)cc1)N1CCCCC1 | · | · | 128.0%[activator] | · | 7.1% | -1.7 | ·
CC(C)NC(=O)c1coc(COc2ccc3c(c2)C(c2cccc(F)c2)N(C(=O)C2CC2)CC3)n1 (configuration not stated) | ? | -6.5% | -37.8% | 22.4µM* | -24.9% | -9.5 | i
CCOC(=O)c1ccc(NC2SC(=O)N(Cc3cccc(C(=O)O)c3)C2=O)cc1 (configuration not stated) | · | · | 111.1%[activator] | · | -15.0% | -45.8* | ·
O=C(NCCc1ccc(F)cc1)C(=O)NCC(c1cccs1)S(=O)(=O)c1ccc(Cl)cc1 (configuration not stated) | · | · | ? | · | -14.4% | -12.4 | ·
CN(C)Cc1cc(CC2(NC3CCC3)COC2)no1 | 2.3%[230 µM] | -4.8%[230 µM] | 1.2%[87.6 µM] | i | 2.8%[87.6 µM] | -7.2 | -6.0%[88.5 µM]
CCCC(=O)N1CCC(Oc2ccc3c(cnn3CCC(=O)O)c2)CC1 | -4.8%[172 µM] | -8.8%[172 µM] | 12.6%[87.6 µM] | ? | 1.2%[87.6 µM] | 2.0 | i
COc1ccc(N2CCN(C(=O)CCn3c(=O)c4cccn4c4cccnc43)CC2)cc1 | · | · | 17.5% | · | 11.7% | -7.0 | ·
Cc1noc([C@@H]2CN(C(=O)CC3=CCCCC3)C[C@H]2CO)n1 | -1.2% | -2.2% | -11.2% | -6.5% | -0.7% | -12.8 | i
O=C1CCN(C(=O)C2CCCCC2)CCCC(c2nc(-c3cccnc3)no2)CCN1 (configuration not stated) | -10.5% | -1.2% | 2.2% | -16.1% | -7.4% | 30.8 | -8.3%
CCN(CC)c1ccc(C(=O)N2CCC(n3cc(-c4nc(C)no4)nn3)CC2)cc1 | -16.5% | -1.1% | -12.4% | ? | -6.1% | 7.7 | i
CCC(C)Cn1c(/C=C/c2ccccc2)nc2ccccc21 (configuration not stated) | · | · | -19.2% | · | -25.5% | -19.5 | ·
O=C(Nc1ccccc1)N1CCC(C(=O)N2CCCC(c3nc4ncccc4[nH]3)C2)CC1 (configuration not stated) | -10.0% | · | ? | -17.3% | -7.2% | 17.8 | i
CN(C)CCC(=O)N1Cc2ccccc2CC2(CCCN(CC3CCNCC3)C2)C1 (configuration not stated) | -13.6% | · | -5.2% | -15.7% | -2.9% | -1.3 | ?
CC1CCN(C(=O)c2cnn(-c3ccc(Cl)cc3)c2C2CCN(C(=O)OC(C)(C)C)CC2)CC1 | · | · | 10.1% | · | 2.4% | 18.7 | ·
Cc1ccc(-c2nc3cc(NC(=O)c4cc(Br)ccc4Cl)ccc3o2)cc1 | · | · | 123.9%[activator] | · | 11.6% | 25.1 | ·
Cc1nnc2ccc(N3CCCN(C(=O)NC(C)C)CC3)nn12 | -7.1%[172 µM] | · | · | i | · | -7.5 | ·
O=C1Nc2ccccc2OCC12CCN([S+](=O)([O-])c1cccc(C(F)(F)F)c1)CC2 | ? | -9.1% | 4.4% | -10.4% | -3.6% | 20.8 | i
C=CC(=O)Nc1cccc(Nc2nc(Nc3ccc(Oc4ccnc(C(=O)NC)c4)cc3)ncc2F)c1 | · | · | · | · | ? | -6.7 | ?
CCOc1ccc(CCNC(=O)C2CCC(CNS(=O)(=O)c3ccc(Cl)cc3)CC2)cc1OCC (configuration not stated) | · | · | 7.0% | · | -1.9% | -4.1 | ·
O=C(c1c(-c2ccccc2)cc(=O)n2c1CCC2)N1CCCC1 | -1.3% | · | 6.4% | 0.0% | 3.3% | 12.6 | -7.5%
Cc1ccc(Cl)cc1N1CCN(C(=O)C(C)n2ncn3cccc3c2=O)CC1 (configuration not stated) | · | · | -19.8% | · | 13.0% | 12.3 | ·
Cc1ccc(N2CCN(S(=O)(=O)c3ccc(F)c(C(=O)Nc4ccc(Cl)cc4Cl)c3)CC2C)cc1 (configuration not stated) | · | · | 8.0% | · | 0.3% | 30.8 | ·
O=C(NCc1nnc2cc(-c3nc(C4CC4)no3)ccn12)C1(c2ccccc2)CC1 | 4.4% | 9.0% | 13.9% | i | -7.0% | 14.4 | i
CCc1ccc(CNC(=O)CN2C(=O)C3CCCCN3c3ccc(C(=O)N4CCCC4)cc32)cc1 (configuration not stated) | · | · | 2.2% | · | -7.8% | 6.0 | ·
Cc1nn(-c2ccc(C(F)(F)F)cc2)c(C)c1[C@@H]1C=C[C@@H](NC(=O)NC2CCCCC2)C1 | ? | 9.5% | 1.6% | ? | 1.1% | -6.6 | ?
COc1cccc(CCc2ccccc2C(=O)N[C@@H]2COCC[C@H]2O)c1 | 2.8% | -10.2% | 25.1% | -2.9% | -3.0% | 8.5 | i
O=C(NC1CCCCCC1)C1CCN(C(=O)c2ncn3c2COC(c2ccc(F)cc2)C3)CC1 (configuration not stated) | 3.7% | -9.3% | 11.6% | i | -6.2% | 3.1 | i
CCN(C(=O)Cn1c(=O)n(-c2ccccc2)c(=O)c2ccc(C(=O)NCc3ccc4c(c3)OCO4)cc21)c1cccc(C)c1 | · | · | -27.7% | · | -20.1% | -6.8 | ·
